# GSK3beta inhib = human GSK3beta kinase inhibition; GST-GSK3beta kinase, ADP-Glo luminescence, 60 min; hits give low values; hit rate 0.038% among 300,000; activity score (negative = inhibition), % at 10 µM; P49841;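 active = more than half of replicate wells score below -50%, meaning over 50% inhibition versus plate controls; inconclusive = some replicates but at most half score below -50%; inactive = no replicate scores below -50%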;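 also: 0% = median DMSO wells and -100% = median GW8510 positive control wells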
# Target sequence (P49841 whole entry, looked up): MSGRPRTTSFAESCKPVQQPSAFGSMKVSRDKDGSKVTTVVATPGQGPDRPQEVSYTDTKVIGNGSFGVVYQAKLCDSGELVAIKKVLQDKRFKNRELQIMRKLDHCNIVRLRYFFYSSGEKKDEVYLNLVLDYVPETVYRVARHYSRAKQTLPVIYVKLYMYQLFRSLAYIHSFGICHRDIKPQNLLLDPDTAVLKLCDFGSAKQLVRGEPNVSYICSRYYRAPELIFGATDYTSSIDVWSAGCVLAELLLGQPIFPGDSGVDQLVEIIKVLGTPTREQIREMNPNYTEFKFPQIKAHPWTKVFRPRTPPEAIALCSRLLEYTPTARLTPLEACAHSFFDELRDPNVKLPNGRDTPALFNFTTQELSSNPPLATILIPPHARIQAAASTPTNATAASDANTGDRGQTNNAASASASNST
#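 Test system – GST-tagged human GSK3beta kinase, cell-free · Incubation – 60 min enzyme reaction, room temperature · Signal – ADP-Glo luminescence · Also added – peptide substrate and ATP at 25 µM · Controls – DMSO neutral wells and GW8510 at 20 µM as positive · Buffer or medium – Tris/MgCl2 kinase buffer · Measure – Luminescence-derived activity versus plate DMSO and GW8510 wells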
# Dyrk1A ADPGlo = Dyrk1A (rat) kinase inhibition. AID 504441. ADP-Glo luminescence, NFATc1 peptide. Q63470. hit rate 0.43% among 310,000. inhibition, % at 12.5 µM; in the data active = inhibition above about 50%;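 also: plate controls were vehicle with enzyme for no effect and no enzyme for full effect; many of its hits are not listed in these tables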
# PolyA inhibitor = yeast polyadenylation inhibition; S. cerevisiae SKY197-pL101 polyadenylation reporter, beta-gal luminescence; efflux-impaired pdr1/pdr3 knockout yeast; score 100 = 6 SD above DMSO; calls only at 12 µM; hit rate 0.02% among 300,000; AID 1875;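 active = lowest replicate activity score at least 50, where 100 means six control SD above control mean; inconclusive = lowest score under 50 but half or more replicates reach 50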;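 also: yeast exposed to compound for 9 h at 30 °C; higher score means more reporter readthrough which indicates perturbed polyadenylation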
# HSF1 inh = HSF1 inhibition; NIH3T3-HGL HSE-luciferase, MG132-induced, luminescence 8 h; hits give low values; activity change, negative = inhibition, % at 7.5 µM (by protocol); hit rate 0.77% among 300,000;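 active = more than half of replicate wells show activity change below -50%, luminescence cut by over half; inconclusive = some wells, but at most half, below -50%; inactive = no replicate well below -50%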;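 also: luciferase reports HSF-1 transcriptional activity via heat shock element; 0% = median of DMSO wells and -100% = zero luminescence signal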
# Platelet DG rel = modulates dense granule release in human platelets; human platelet-rich plasma, SFLLRN dense granule ATP release, luminescence; inhibition, %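 (compounds screened at 7.5 µM in platelet-rich plasma)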; hit rate 0.22% among 300,000; AID 1663;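 active = mean replicate score, as percent of positive control, at or above 50; inconclusive = mean below 50 but at least one replicate at or above 50; inactive = mean and every replicate below 50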
# GSK3A inh = inhibitors of human GSK-3 alpha kinase; AID 2650; inhibition, % at 10 µM; hit rate 0.1% among 320,000; P49840; ADP-Glo luminescence, 60 min;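 in the data active = inhibition above about 50%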;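 also: GST-tagged GSK-3 alpha with peptide substrate and 25 µM ATP; 0% = DMSO neutral wells and 100% = GW8510 positive control wells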
# Target sequence (P49840 whole entry, looked up): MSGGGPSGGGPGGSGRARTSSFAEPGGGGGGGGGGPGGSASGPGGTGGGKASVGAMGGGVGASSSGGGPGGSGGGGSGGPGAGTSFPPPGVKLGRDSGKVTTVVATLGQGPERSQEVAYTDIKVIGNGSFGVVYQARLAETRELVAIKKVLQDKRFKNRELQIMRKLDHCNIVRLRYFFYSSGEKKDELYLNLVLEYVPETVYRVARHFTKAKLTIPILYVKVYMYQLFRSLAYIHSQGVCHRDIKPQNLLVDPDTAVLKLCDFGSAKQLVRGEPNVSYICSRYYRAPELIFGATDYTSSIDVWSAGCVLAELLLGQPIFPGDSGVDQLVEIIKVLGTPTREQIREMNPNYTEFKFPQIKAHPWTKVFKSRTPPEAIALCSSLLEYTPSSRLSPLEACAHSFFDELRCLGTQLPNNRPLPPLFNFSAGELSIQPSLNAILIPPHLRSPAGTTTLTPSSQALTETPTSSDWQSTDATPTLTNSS
# AI-2 QS modul = Vibrio harveyi AI-2 quorum sensing modulation; Vibrio harveyi JMH597 AI-2 luminescence/OD600 ratio, 9 h; hits give low values; strain lacks LuxN and CqsS sensors; 0 = neutral-control median; activity change, % at 7.5 µM; hit rate 0.4% among 300,000; AID 2094; in the data active = activity change below about -75%, passing the limit was not always enough; inconclusive = no clear call, values can overlap the other calls;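 also: luminescence divided by OD600 gain over 9 h not by final OD600 alone; inactives centre near 13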
# HSF1 activator = increases HSF-1 driven luciferase reporter signal | NIH3T3-HGL HSF-1 luciferase reporter, MG132, 8 h; 100% = twice DMSO control signal | activation, % at 9 µM | hit rate 1.7% among 300,000;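 active = mean replicate activation of at least 50% with a set share of replicates each reaching 50%; inconclusive = only one of those two conditions met; inactive = mean below 50% and too few replicates reaching it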;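 also: 0% = median of the neutral control wells and 100% = twice that signal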
# HDAC3 inhib = inhibitors of human histone deacetylase 3; O15379; recombinant HDAC3, fluorogenic peptide/trypsin coupled, fluorescence; inhibition, % at 8.3 µM; hit rate 0.15% among 320,000; AID 2718; in the data active = inhibition above about 26%, passing the limit was not always enough; inconclusive = no clear call, values can overlap the other calls
# HSP90 inh = inhibitors of HSP90 luciferase refolding in rabbit reticulocyte lysate. hit rate 0.91% among 290,000. inhibition, % at 5.6 µM. luciferase refolding luminescence, 3 h;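 active = inhibition above the screen-wide mean plus 3 SD, computed separately per campaign, cut at about 16% in these data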;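 also: 0% = DMSO wells and 100% = 60 µM geldanamycin wells; inhibitors lower the luminescence because luciferase stays unfolded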
# The depositor's hits bear a star; i = inactive; ? = inconclusive; · = no result given. An excerpt. The share of hits here may be higher or lower than overall.
SMILES	GSK3beta inhib	Dyrk1A ADPGlo	PolyA inhibitor	HSF1 inh	Platelet DG rel	GSK3A inh	AI-2 QS modul	HSF1 activator	HDAC3 inhib	HSP90 inh
C[C@@H]1C(=O)O[C@@H]2[C@H](O)C34[C@H]5C[C@@H](C(C)(C)C)C36[C@H](OC(=O)[C@@H]6O)OC4(C(=O)O5)[C@@]12O (some centres undefined)	-5	-2	i	-1	-5	-2	10	-6	-6	0
O=S1(=O)N=C(Nc2ccc(N3CCOCC3)c(Cl)c2)c2ccccc21	-3	-1	i	11	2	-1	25	21	-1	-1
O=C(/C=C/c1ccc([N+](=O)[O-])cc1)Oc1ccc(/C=N/NC(=O)c2ccncc2)cc1	-1	-1	i	-22	6	1	-12	-42	0	0
O=C(O)CSc1c2c(nc3cc(C(=O)Nc4cccc(C(F)(F)F)c4)ccc13)CCCC2	0	9	i	-5	-2	-3	14	-24	3	0
CCn1nc(NC(=O)c2ccco2)c2cc3cc(C)ccc3nc21	2	2	i	0	-1	0	27	1	-3	0
CCOC(=O)C(Cc1c(F)cccc1Cl)c1ccnc2nc(N)nn12 (centres undefined)	-3	9	i	-11	-2	-1	23	-11	-8	0
COC(=O)COc1cccc2c(=O)n(CC(=O)NCc3ccc(F)cc3)ccc12	1	1	i	-13	-7	-1	-14	-31	-4	2
O=C(COc1ccc(Cl)cc1Cl)NC(=O)c1ccccc1	1	6	i	-1	7	0	0	1	-4	2
Cn1cccc1C1(C(F)(F)F)NCCNC1=O (centres undefined)	1	-4	i	-5	7	-1	17	3	-8	5
COc1ccccc1N(CC(=O)NCC1CCCO1)C(=O)CNS(=O)(=O)c1ccc(C)cc1 (centres undefined)	-1	-1	i	-7	-12	1	6	-9	-3	-2
COc1ccc(CCNC(=O)COc2ccc(S(=O)(=O)N3CCOCC3)cc2)cc1OC	3	0	i	-9	1	1	27	-18	0	2
N/C(=N\S(=O)(=O)c1ccc(Cl)cc1)N1CCOCC1	1	·	i	-7	-1	-3	-1	-11	-4	-2
C/C(=N\Nc1cc(-c2ccccc2)nc(-c2ccc(Br)cc2)n1)c1cccc(N)c1	1	0	·	-7	-13	1	-11	12	12	-1
O=C(O)[C@@H]1CC(O)CN1C(=O)CCc1c[nH]c2ccccc12 (some centres undefined)	3	1	i	-4	10	-2	7	3	-1	-1
Cc1ccccc1N(C(=O)c1csnn1)C(C(=O)NC1CCCCC1)c1ccncc1 (centres undefined)	-1	-4	i	31	0	1	19	35	1	-2
Cc1cc(NC(=O)CSc2nc(N)c(NC(=O)c3ccccc3)c(=O)[nH]2)no1	2	3	i	-6	-7	-3	19	3	-9	-1
CC(C)c1ccc(NC2CCCN(C(=O)c3cscn3)C2)cc1 (centres undefined)	-2	1	i	10	-8	·	7	2	10	0
Nc1nn(-c2ccccc2)c(N)c1N=Nc1ccccc1F	1	-4	i	24	12	0	-25	59*	-2	1
Cc1cc(C(=O)Nc2nc3c(C)cccc3s2)c(C)o1	1	-2	i	·	0	-2	8	·	-15	-2
Cc1noc(C)c1C(=O)OCC(=O)Nc1cccc(S(=O)(=O)N(C)C)c1	-4	-1	i	-10	-7	-3	32	-9	1	3
CCOC(=O)N1CCC(NC(=O)c2ccc3c(c2)sc2nc(-c4cccc(OC)c4)cn23)CC1	0	·	i	10	4	·	14	28	·	5
CCc1ccc(OC(C)C(=O)Nc2ccccc2C(=O)N2CCOCC2)cc1 (centres undefined)	2	0	i	-2	1	-2	18	-4	1	-4
COC(=O)c1ccc(S(=O)(=O)NCCc2ccccc2OC)n1C	2	26	i	5	1	1	19	-3	-1	2
Cc1cc(C)cc(NC(=O)c2cccc(NC(=O)c3ccco3)c2)c1	0	-8	i	-6	-7	-2	15	-3	3	·
O=C(COC(=O)C1=COCCO1)Nc1ncc(C(F)(F)F)cc1Cl	3	2	i	-1	4	1	21	8	-2	1
CC[n+]1cc(C)ccc1/C=C/c1ccc(N(C)C)cc1	2	5	i	0	9	1	-10	0	13	0
CCOC(=O)c1c(C)[nH]c(N=Nc2cccc(OC)c2)c1C	1	·	i	8	6	-7	-1	?	10	-3
Cc1ccc(NC(=O)C2CC(=O)N(c3ccc4c(c3)OCCO4)C2)cc1S(=O)(=O)N1CCCCCC1 (centres undefined)	-4	2	i	-1	-7	3	16	-4	6	·
Cc1ccc(NC(=O)Nc2c(Cl)cccc2Cl)cn1	2	1	i	3	-5	0	-5	24	-2	0
CC(C)[C@H](NC(=O)OC(C)(C)C)C(=O)N1CCC(C(=O)N[C@@H](C)C(=O)Nc2ccc(F)cc2)CC1	1	-2	i	-9	-3	-2	2	-10	1	2
N#C/C(=C(/O)COC(=O)CSc1ccc2ccccc2c1)c1nc2ccccc2[nH]1	-2	0	i	3	-10	0	33	0	-4	2
COc1ccc(CN(C)CC(=O)N2CCc3ccccc3C2)cc1	-1	4	i	-5	-2	-3	32	-12	-3	0
COCCCNC(NC(=O)c1ccc(OC)cc1)C(Cl)(Cl)Cl (centres undefined)	-1	2	i	3	16	-2	7	-6	1	-2
Cc1cc2ncn(CCOc3ccccc3C#N)c2cc1C	4	3	i	7	-3	-1	-6	20	-2	-3
CC(C)CNC(=O)c1cc([N+](=O)[O-])ccc1N1CCOCC1	1	-2	i	0	0	-5	24	-9	-2	3
CCCCC(CC)Cn1c(O)c(/C=C2\C=NN=C2c2ccccc2)sc1=S (centres undefined)	0	3	i	-1	18	-2	24	-9	-1	-4
CNC(=S)Nc1cc(OC)c(NC(=O)c2ccco2)cc1OC	1	-6	i	1	4	0	7	2	14	-6
CS(=O)(=O)n1nc(-c2ccccc2)nc1N	-2	6	i	·	1	-2	24	·	3	1
Cc1cccc(OC(C)C(=O)Nc2nccs2)c1 (centres undefined)	0	-8	i	-5	-2	-1	17	6	-7	0
CCOc1ccc(Br)cc1C(=O)N/N=C/c1ccc([N+](=O)[O-])cc1	4	0	i	-4	0	0	7	0	1	-1

# In another format: entries from further up.
# Screens in order: GSK3beta inhib	Dyrk1A ADPGlo	PolyA inhibitor	HSF1 inh	Platelet DG rel	GSK3A inh	AI-2 QS modul	HSF1 activator	HDAC3 inhib	HSP90 inh
Cc1ccc(NC(=O)Nc2c(Cl)cccc2Cl)cn1
  2	1	i	3	-5	0	-5	24	-2	0
CC(C)[C@H](NC(=O)OC(C)(C)C)C(=O)N1CCC(C(=O)N[C@@H](C)C(=O)Nc2ccc(F)cc2)CC1
  1	-2	i	-9	-3	-2	2	-10	1	2
N#C/C(=C(/O)COC(=O)CSc1ccc2ccccc2c1)c1nc2ccccc2[nH]1
  -2	0	i	3	-10	0	33	0	-4	2
COc1ccc(CN(C)CC(=O)N2CCc3ccccc3C2)cc1
  -1	4	i	-5	-2	-3	32	-12	-3	0
COCCCNC(NC(=O)c1ccc(OC)cc1)C(Cl)(Cl)Cl (centres undefined)
  -1	2	i	3	16	-2	7	-6	1	-2
Cc1cc2ncn(CCOc3ccccc3C#N)c2cc1C
  4	3	i	7	-3	-1	-6	20	-2	-3
CC(C)CNC(=O)c1cc([N+](=O)[O-])ccc1N1CCOCC1
  1	-2	i	0	0	-5	24	-9	-2	3
CCCCC(CC)Cn1c(O)c(/C=C2\C=NN=C2c2ccccc2)sc1=S (centres undefined)
  0	3	i	-1	18	-2	24	-9	-1	-4
CNC(=S)Nc1cc(OC)c(NC(=O)c2ccco2)cc1OC
  1	-6	i	1	4	0	7	2	14	-6
CS(=O)(=O)n1nc(-c2ccccc2)nc1N
  -2	6	i	·	1	-2	24	·	3	1

# Next structures
SMILES	GSK3beta inhib	Dyrk1A ADPGlo	PolyA inhibitor	HSF1 inh	Platelet DG rel	GSK3A inh	AI-2 QS modul	HSF1 activator	HDAC3 inhib	HSP90 inh
Cc1cc(O)c(C(=O)Nc2cccc(Cl)c2)c(=O)n1C	1	·	i	33	-45	-2	18	?	-3	-7
COc1ccc(-c2csc(NCCc3nc4cc(Cl)c(Cl)cc4n3CCCO)n2)cc1	-3	1	i	3	-2	-6	-2	9	13	·
O=C(CN1C(=O)CCS(=O)(=O)c2ccccc21)Nc1ccccc1F	-2	3	i	-12	-1	2	-17	-4	-1	-4
CN1CCN(S(=O)(=O)c2ccc(Nc3ccc(F)cc3)nc2)CC1	3	1	i	-3	3	0	31	-7	-4	·
O=C(O)c1cccc(N2C(=S)N=C(Nc3ccccc3)C23CCCCC3)c1	1	-6	i	·	3	0	3	·	-1	-1
CN1CC(=O)N(CC(=O)Nc2ccc(F)cc2)c2ccccc2C1=O	·	2	i	-5	-3	-1	·	-23	0	-2
O=C(O)Cn1cc(C(=O)C2CC2)c2ccccc21	·	-2	i	-2	5	-4	·	-14	0	9
Cc1ccc(C)c(C(=O)Cn2c(NCCO)nc3ccccc32)c1	2	1	i	1	-3	3	29	-5	0	-4
Cc1ccc(N=Cc2nc(-c3ccco3)oc2O)cc1	1	4	i	36	0	-4	44	49	8	2
Cc1ccc(NC(=O)COC(=O)CCC(=O)c2cccs2)c(C)c1	1	·	i	-12	1	0	15	-3	5	2
COc1cccc(C(=O)Nc2cc(NC(=O)c3ccco3)ccc2OC)c1	0	-6	i	7	0	-1	43	12	2	-1
COc1nn(CC(=O)N2N=C(C)CC2(O)C(F)F)cc1[N+](=O)[O-] (centres undefined)	1	-2	i	-11	7	0	16	1	1	2
CN1CCC2(CC1)Nc1nc(SCc3ccc(Cl)cc3)nn1C1=C2CN(C)CC1	-4	1	i	5	3	0	24	35	6	1
CC1(C)C2CC=C(/C=N/NC(=S)Nc3cccnc3)C1C2 (centres undefined)	0	5	i	-9	4	0	6	-6	15	-1
COc1ccccc1NC(=O)CC(=O)c1cccc([N+](=O)[O-])c1	1	-1	i	4	0	-1	21	34	2	0
O=c1c(Cl)c(N2CCOCC2)cnn1-c1ncc(C(F)(F)F)cc1Cl	-3	-1	i	2	6	6	23	2	0	3
CC1Cc2ccccc2N1Cc1nc2cc(Cl)ccc2c(=O)[nH]1 (centres undefined)	4	14	i	-2	4	-2	23	16	2	-2

# Source: PubChem BioAssay (several laboratories)
